# FBW7 activator = activators of human E3 ligase FBW7 | AlphaScreen FBW7–phospho-cyclin E peptide binding, activator screen | normalized activity (activation), % at 26.1 µM | actives 0.13% (n = 650,000) | AID 1259310; in the data active = normalized activity above about 1.9%;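 also: purified mutant Fbw7 with reduced substrate affinity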
# Target sequence (Q969H0 whole entry, looked up): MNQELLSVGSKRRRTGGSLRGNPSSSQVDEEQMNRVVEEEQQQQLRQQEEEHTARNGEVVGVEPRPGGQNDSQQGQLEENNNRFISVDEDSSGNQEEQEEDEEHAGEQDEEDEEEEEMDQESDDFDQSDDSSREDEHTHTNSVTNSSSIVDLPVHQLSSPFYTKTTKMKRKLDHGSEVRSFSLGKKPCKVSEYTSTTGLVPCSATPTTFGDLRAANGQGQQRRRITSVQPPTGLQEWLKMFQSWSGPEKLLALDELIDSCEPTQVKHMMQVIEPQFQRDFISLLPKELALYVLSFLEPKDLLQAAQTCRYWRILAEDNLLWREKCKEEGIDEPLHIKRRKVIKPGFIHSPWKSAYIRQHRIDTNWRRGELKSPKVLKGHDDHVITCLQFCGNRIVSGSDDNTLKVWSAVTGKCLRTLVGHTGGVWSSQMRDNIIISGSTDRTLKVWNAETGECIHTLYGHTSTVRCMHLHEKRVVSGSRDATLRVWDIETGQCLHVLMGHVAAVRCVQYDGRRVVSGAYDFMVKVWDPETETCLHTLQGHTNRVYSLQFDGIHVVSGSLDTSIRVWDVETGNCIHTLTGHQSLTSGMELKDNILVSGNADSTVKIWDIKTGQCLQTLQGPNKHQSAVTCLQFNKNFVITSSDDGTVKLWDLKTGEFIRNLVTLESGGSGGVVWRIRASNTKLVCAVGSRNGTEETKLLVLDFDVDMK
# MITF inh = blocks human microphthalmia-associated transcription factor | inhibition, % at 2.6 µM | AlphaScreen MITF homodimerization, bead proximity signal | AID 1259374 | actives 0.91% (n = 650,000); in the data active = inhibition above about 50%;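 also: 0% = vehicle wells with protein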
# GPR151 ag = human GPR151 activation | AID 1508602 | PathHunter beta-arrestin GPR151 cells, luminescence | activation, % at 11.2 µM | actives 1% (n = 650,000) | Q8TDV0; in the data active = activation above about 4.9%;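 also: 0% = median of compound wells and 100% = cells with positive control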
# TEAD-YAP inh = TEAD-YAP interaction inhibition; inhibition, % at 9.12 µM; actives 1.4% (n = 640,000); HEK-TIYL cells, TEAD-Gal4/YAP UAS-luciferase luminescence; in the data active = inhibition above about 32%;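 also: 0% = median of test compound wells and 100% = reference inhibitor wells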
# * = called active by the depositor; . = not tested or not shown.
entry	smiles	FBW7 activator	MITF inh
1	COc1cccc(-c2nn(C)c3sc(C(=O)N4CCCCC4)cc23)c1	-0.4	21
2	Cc1ccc(NC(=O)c2c(NC(=O)c3ccccc3Br)sc3c2CCCCC3)cc1	1.1	13
3	Fc1ccc(Nc2nc(NCc3ccccc3)nc(N3CCOCC3)n2)cc1	0.2	14
4	CC1CN(Cc2c(F)cccc2F)CC(C)O1 (stereo not given)	0.0	-7
5	COc1cccc(OC)c1C(=O)N1CCNCC1	0.1	9
6	Cc1ccc(C(=O)Nc2sc3c(c2C(=O)N2CCCC2)CCC(C)C3)cc1 (stereo not given)	-0.1	11
7	C=CCOC(=O)c1cccc(-c2ccc(/C=C3\C(=O)NC(=O)C(C#N)=C3C)o2)c1	-0.1	0
8	Cc1cc(NC2CC2)nc(NC2CCN(Cc3ccccc3)CC2)n1	0.1	-7
9	COc1ccc(C2/C(=C(/O)c3ccc(C)cc3)C(=O)C(=O)N2CCN(C)C)cc1OC (stereo not given)	0.0	3
10	Cc1cccc(C(=O)Nc2ccc(S(=O)(=O)Nc3onc(C)c3C)cc2)c1	0.1	11
11	Cc1ccc(NC(=O)CSc2nc3cc4c(cc3c(=O)n2Cc2ccco2)OCO4)cc1Cl	0.0	-3
12	COC(=O)C1=C(C)N=C2SC(C#N)=C(N)N2C1c1cccs1 (stereo not given)	0.1	-6
13	Cc1cc(C(C)(C)C)cc(C)c1COC(=O)C1CCC(=O)N1 (stereo not given)	0.4	10
14	CCOC(=O)C1=C(C)N=C2SCC(=O)N2C1c1ccc(O)cc1 (stereo not given)	0.6	8
15	Cc1c(C)c(CSc2nc3ccccc3[nH]2)c(C)c(C)c1Br	0.0	18

entry	GPR151 ag	TEAD-YAP inh
1	-0.1	6
2	1.3	-8
3	0.8	-9
4	-0.9	-5
5	1.1	-9
6	-0.9	6
7	-0.8	-5
8	-0.6	5
9	0.0	-1
10	1.5	6
11	-2.2	9
12	0.0	8
13	-1.2	14
14	0.7	11
15	-1.0	-4

# Next compounds.
entry	smiles	FBW7 activator	MITF inh
16	Cc1nn(C)c(C)c1-c1nc(NCCCN2CCCC2=O)c2ncn(CCN3CCCC3=O)c2n1	0.2	8
17	CN(C)c1ccc(C(=O)N2CCC[C@@H]([C@@H](O)c3ccc(F)cc3)C2)cc1	-0.2	8
18	CCOc1ccc(-c2[nH]nc3c2C(c2ccsc2)C(C#N)=C(N)O3)cc1 (stereo not given)	-0.5	-7
19	CC1=CCC(C(=O)O)C(C(=O)Nc2nc3ccc(S(C)(=O)=O)cc3s2)C1 (stereo not given)	0.0	4
20	CCCCOC(=O)c1ccc(NS(=O)(=O)CC)cc1	-0.2	-20
21	CCOC(=O)C(CC)Sc1nnc(-c2c[nH]c3ccccc23)n1C (stereo not given)	-0.2	-17
22	O=C(Nc1ccccc1)NC1(C(=O)NCc2ccccc2)CCCCC1	0.0	0
23	C=CCNC(=O)/C(=C\c1ccc2c(c1)OCO2)NC(=O)c1ccc(Br)cc1	0.4	14
24	COc1cccc(C(=O)N/C(=C\c2cccnc2)C(=O)N2CC3CC(C2)c2cccc(=O)n2C3)c1 (stereo not given)	-0.1	-1
25	COCCN(CC(=O)NCc1ccc(F)cc1)C(=O)CCC(=O)Nc1nccs1	-0.1	-1
26	COc1cccc(C2C(C#N)=C(N)Oc3n[nH]c(C(C)(C)C)c32)c1OC (stereo not given)	0.2	0
27	COC(=O)C1=C(C)c2cc3c(cc2C1Cl)OCO3 (stereo not given)	0.0	-5
28	Clc1ccc(Nc2ccccc2N=c2ssnc2Cl)cc1	0.0	2
29	COCCNC(=O)c1cc(C(=O)c2cc(Cl)ccc2O)coc1=N	-0.1	-3
30	Cc1ccc(C)c(NC(=O)c2ccc(CN(c3ccc(C)c(C)c3)S(C)(=O)=O)cc2)c1	0.0	-71

entry	GPR151 ag	TEAD-YAP inh
16	-0.3	-7
17	-0.3	8
18	0.4	1
19	0.3	0
20	0.6	-9
21	-1.3	0
22	-0.9	7
23	0.8	0
24	-0.2	-2
25	0.6	8
26	0.7	-3
27	0.5	-4
28	1.4	1
29	2.1	-3
30	1.6	11

# Later entries:
entry	smiles	FBW7 activator	MITF inh
31	COc1ccccc1C1(CC(=O)N2CCCCCC2)CC(=O)N(C2CCCC2)C1=O (stereo not given)	0.0	12
32	CCOc1ccc(N=C2NC(=O)S/C2=C\c2ccc(O)cc2)cc1	0.0	3
33	Cc1ccc(C(=O)Nc2ccc(S(=O)(=O)NC(C)(C)C)cc2)cc1Br	0.6	-7
34	COc1ccccc1CNC(=O)Cn1cnc2sc(C)cc2c1=O	0.1	16
35	CCCC(=O)Nc1ccc(NC(=O)c2ccccc2F)nc1	-0.2	-1
36	COc1ccc(C)cc1NC(=O)c1ccc([N+](=O)[O-])cc1Cl	-0.1	-4
37	CCN1CCN(C(=S)c2ccc(Br)cc2)CC1	0.0	-22
38	C#CCN(C)C(=O)c1c(SCC)nc2sccn2c1=O	0.2	9
39	COc1ccc(C[C@@H]2NC(=O)[C@H]3CN(Cc4ccc(C)s4)CCN3C2=O)cc1	0.6	8
40	Cc1ccccc1OCC1=NN2C(=N)/C(=C/c3ccco3)C(=O)N=C2S1	-0.2	-10
41	O=C1CC(N2CCN(C3CCc4ccccc4C3)CC2)C(=O)N1c1ccccc1 (stereo not given)	-0.2	-4
42	Cc1nc(-c2cccc(NC(=O)C3(c4cc(-c5ccco5)on4)CC3)c2)cs1	0.1	15
43	COc1ccc(C(=O)CC2(O)C(=O)N(CC(N)=O)c3ccccc32)cc1[N+](=O)[O-] (stereo not given)	0.0	-190
44	C[C@@H](O)CCC[C@H](O)CC[C@H]1[C@H](O)CC(=O)[C@@H]1CCCCCCC(=O)O	.	5
45	COc1ccccc1CC(=O)O/N=C(\N)c1cccc(C)c1	0.1	3

entry	GPR151 ag	TEAD-YAP inh
31	0.9	-3
32	0.0	-8
33	-1.1	5
34	0.7	12
35	-1.1	-62
36	1.0	-3
37	-0.5	12
38	0.0	5
39	-0.8	3
40	-1.3	-17
41	-1.0	5
42	2.1	-4
43	-0.6	4
44	-1.9	.
45	1.6	-12

# Profiles, looked up by structure:
# Listed for COc1ccc(C)cc1NC(=O)c1ccc([N+](=O)[O-])cc1Cl : FBW7 activator = -0.1; MITF inh = -4; GPR151 ag = 1.0; TEAD-YAP inh = -3
# Listed for COc1ccccc1C1(CC(=O)N2CCCCCC2)CC(=O)N(C2CCCC2)C1=O (stereo not given) : FBW7 activator = 0.0; MITF inh = 12; GPR151 ag = 0.9; TEAD-YAP inh = -3

# Part of the list above in another layout:
# Below each SMILES: FBW7 activator | MITF inh | GPR151 ag | TEAD-YAP inh
35: CCCC(=O)Nc1ccc(NC(=O)c2ccccc2F)nc1
→ -0.2 | -1 | -1.1 | -62
39: COc1ccc(C[C@@H]2NC(=O)[C@H]3CN(Cc4ccc(C)s4)CCN3C2=O)cc1
→ 0.6 | 8 | -0.8 | 3
31: COc1ccccc1C1(CC(=O)N2CCCCCC2)CC(=O)N(C2CCCC2)C1=O (stereo not given)
→ 0.0 | 12 | 0.9 | -3

# Carrying on:
entry	smiles	FBW7 activator	MITF inh
46	Nc1n[nH]c(-c2ccc(-c3nc(N)n[nH]3)cc2)n1	-1.1	4
47	Cc1ccc(-n2cc(-c3ccccc3)c3c(N4CCN(c5ccccc5)CC4)ncnc32)cc1Cl	-0.1	0
48	Cc1ccc(-n2cc(C(=O)N(C)Cc3ccccc3)c3ccccc3c2=O)cc1C	0.2	16
49	CCOc1ccc(C2Nn3c(C)nnc3SC2C(=O)N2CCCCC2)cc1 (stereo not given)	0.1	20
50	COc1cccc(OC)c1CNC(=O)CN	0.0	0
51	CN(C(=O)C1CCCCC1)c1nnc(-c2ccncc2)s1	-0.2	-8
52	O=C(COc1ccc([N+](=O)[O-])cc1)Nc1cccc(-c2nc3ccccc3o2)c1	0.1	-3
53	CCCn1c(SCC(=O)c2ccc(Cl)s2)n[nH]c1=O	0.1	-2
54	COc1cccc(N(CC(=O)N=Nc2c(O)[nH]c3ccccc23)S(C)(=O)=O)c1	-0.1	-2
55	COc1ccc(-c2cc(C(=O)NCCC(C)C)c3ccccc3n2)cc1	0.0	6
56	COc1ccc(NC(=O)/C(=C/c2cccc([N+](=O)[O-])c2)NC(=O)C2CCCCC2)c(OC)c1	0.1	-16
57	CN(C)CCNC(=O)c1cc(Br)ccc1Cl	0.0	-8
58	CN(C)C(=O)NC(Nc1cccc2ccccc12)C(Cl)(Cl)Cl (stereo not given)	0.5	18
59	O=C(CCN1C(=O)C2C3C=CC(C3)C2C1=O)Nc1ccc(Br)cc1Cl (stereo not given)	-0.1	-3
60	O=C(Nc1ccccc1)N(Cc1nnc2n1CCCCC2)c1cccc(F)c1	-0.2	2

entry	GPR151 ag	TEAD-YAP inh
46	-1.2	-6
47	-0.6	3
48	-0.4	-2
49	0.1	1
50	0.6	1
51	0.8	-32
52	0.2	-12
53	1.4	-3
54	-0.9	3
55	-1.3	3
56	-0.1	-3
57	0.0	-1
58	0.1	7
59	-0.4	-1
60	-0.1	9

# (further entries)
entry	smiles	FBW7 activator	MITF inh
61	COc1c(Cl)cc(Cl)cc1C(=O)Nc1nnn(C)n1	1.0	21
62	Cc1ccc(NCN2C(=O)C3CCC(C)CC3C2=O)cc1Cl (stereo not given)	0.1	-8
63	Cc1nnc2n1NC(c1ccccc1)C(C(=O)Nc1ccc(Br)cc1)S2 (stereo not given)	0.0	6
64	O=C(NC1CCCC1)c1nnn(-c2ccccc2)c1CSc1ncccn1	0.0	-6
65	Cc1c(-c2ccccc2)oc2c(C(=O)OCC(=O)NCc3cccs3)cccc2c1=O	0.4	8
66	CSCC[C@H](NC(=O)c1ccccc1C)c1nc2ccccc2[nH]1	0.1	-3
67	O=C(Cc1cccs1)NNC(=S)NC(=O)c1ccccc1	-0.1	7
68	Cc1ccc(C)c(S(=O)(=O)NCCOC(=O)Nc2sc(=S)n(C)c2C)c1	0.1	9
69	CCN(CC)CCN=Cc1c(O)n(-c2ccccc2C)c(=S)[nH]c1=O	0.2	13
70	CCC(C)(C)NC(=O)C1CCCN(S(=O)(=O)c2ccc3c(c2)C(C)(C)C(=O)N3C)C1 (stereo not given)	0.5	10
71	COC(=O)c1ccc(CN2CCCC(C(=O)Nc3cccc(-n4cnnn4)c3)C2)cc1 (stereo not given)	0.2	15
72	Cc1ccc(CN2CCc3nnc(C(C)NC(=O)C(C)C)n3CC2)o1 (stereo not given)	0.5	-6
73	O=C(CC1C(=O)NCCN1CCc1ccccc1)NCCc1cscn1 (stereo not given)	0.0	1
74	COc1cccc(C(=O)N2CCN(S(=O)(=O)c3ccc(NC(C)=O)cc3)CC2)c1	0.0	0
75	CCN(CC)C(=O)c1sc(NC(=O)c2nn(C)cc2Br)c(C(=O)OC)c1C	0.1	-3
76	COc1cccc(NC(=O)N2CCc3nc(-c4cccnc4)nc(N4CCCC4)c3C2)c1	0.3	6
77	CCC(=O)Nc1ccc2c(c1)C(=O)N(C)C2=O	0.4	5

entry	GPR151 ag	TEAD-YAP inh
61	-0.4	4
62	-0.5	-8
63	-0.7	15
64	-0.5	-13
65	-0.6	16
66	0.4	2
67	3.6	-2
68	1.9	8
69	1.4	10
70	0.4	18
71	0.3	10
72	0.1	-5
73	1.6	4
74	0.0	10
75	0.6	6
76	3.9	-3
77	-0.3	2

# Assay outcomes: PubChem, The Scripps Research Institute Molecular Screening Center
